Screening data deposited in PubChem BioAssay by National Center for Advancing Translational Sciences (NCATS).
Pf growth 96h: Primary qHTS for delayed death inhibitors of the malarial parasite plastid, 96 hour incubation; AID 504834, 2011; 6.9% of 320,000 active; Potency, µM (highest dose often 28.7 µM), without a hit: at the highest dose activity change, negative = inhibition, usual class: inhibitors; P. falciparum luciferase reporter growth, 96 h; note: potency is the fitted concentration of half-maximal effect; % is set by controls: 0 for no effect and ±100 for the full control effect
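Compounds incubated with erythrocytes infected by luciferase-expressing P. falciparum (2% hematocrit, 0.05% parasitemia final) for 96 hours, 37 C in 5% CO2. Growth inhibition scored as decreased luciferase luminescence.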
Pf growth 48h: Primary qHTS for delayed death inhibitors of the malarial parasite plastid, 48 hour incubation; 5.9% of 310,000 active; P. falciparum luciferase growth in erythrocytes, 48 h; Potency, µM (titrated, usually from 28.7 µM), without a hit: top-dose activity change, negative = inhibition, hits mostly inhibitors; note: potency is the fitted concentration of half-maximal effect; % is set by controls: 0 for no effect and ±100 for the full control effect
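Erythrocytes infected with P. falciparum carrying an integrated firefly luciferase reporter (2% hematocrit, 0.1% parasitemia final) were exposed to compounds in RPMI 1640 with 0.5% Albumax at 37 C, 5% CO2. Growth inhibition was scored as reduced luminescence.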
TbPYK inhibitor: qHTS of Trypanosoma Brucei Inhibitors; AID 624173, 2012; TbPYK enzyme, Kinase-Glo Plus ATP luminescence, 45 min; pyruvate kinase (Trypanosoma brucei), Q57TT1; 0.12% of 410,000 active; Potency, µM (top dose mostly 76.8 µM), for inactives: at the top dose activity, negative = inhibition, hits mostly inhibitors; note: potency is the fitted concentration of half-maximal effect; % is set by controls: 0 for no effect and ±100 for the full control effect; nearly all actives have a fitted effect of over 50% in size
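T. brucei PYK with substrate was exposed to pin-transferred compounds across a concentration series, then started with 130 uM ADP (final). After 45 min at room temperature, Kinase-Glo Plus luminescence was read, normalized and curve-fitted.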
Shiga inhibitor: A qHTS for Small Molecule Inhibitors of Shiga Toxin | Vero cells, Shiga toxin protein synthesis inhibition reporter | inhibition, % at 38.7 µM | AID 2315, 2010 | 9.2% of 290,000 active; in the data active = inhibition mostly above about 28%, no sharp cut-off; inactive = mostly below about 43%; note: 0% is about no effect
AmpC inh no detg: qHTS Inhibitors of AmpC Beta-Lactamase (assay without detergent); AmpC nitrocefin hydrolysis, absorbance 480 nm, 0.0001% Triton; P00811; 0.52% of 330,000 active; Potency, µM (titrated, usually from 57.1 µM), for inactives: at the top dose activity change, negative = inhibition, usual class: inhibitors;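 note: potency is the fitted concentration of half-maximal effect; plate controls were no compound for no effect and no enzyme for full effect; nearly all actives have a fitted effect of over 20% in size; some results filed as inactive show a strong effect at the top dose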
Target sequence (P00811 whole entry, looked up): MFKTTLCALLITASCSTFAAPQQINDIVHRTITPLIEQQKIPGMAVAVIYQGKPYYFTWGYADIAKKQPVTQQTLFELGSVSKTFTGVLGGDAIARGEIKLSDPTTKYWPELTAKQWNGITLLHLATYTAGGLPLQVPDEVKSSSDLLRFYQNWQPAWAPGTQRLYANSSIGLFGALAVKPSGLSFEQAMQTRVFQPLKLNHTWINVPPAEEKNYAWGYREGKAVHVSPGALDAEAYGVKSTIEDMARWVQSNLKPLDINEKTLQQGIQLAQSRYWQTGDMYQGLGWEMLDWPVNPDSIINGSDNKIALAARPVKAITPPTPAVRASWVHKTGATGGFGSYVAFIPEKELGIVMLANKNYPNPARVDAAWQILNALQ
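20 mM phosphate pH 7.0 + 0.01% (detergent screen) or 0.0001% Triton X-100; 5.3 nM AmpC reagent; cpd preinc 15 min RT; nitrocefin (800 uM stock) to start; A480 q20 s × 4 min; Activity was normalised to no-enzyme and no-compound control wells.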
CHX counter: Cycloheximide Counterscreen for Small Molecule Inhibitors of Shiga Toxin | cell reporter, cycloheximide protein synthesis inhibition counterscreen | max response, % | 12% of 300,000 active | AID 2314, 2010; in the data active = max response mostly above about 13%, no sharp cut-off; inactive = mostly below about 14%; note: read at 38.3 µM for the half of the compounds with a filed dose; 0% is about no effect
LmPK inhibitor: qHTS Assay for Inhibitors of Leishmania Mexicana Pyruvate Kinase (LmPK); Q27686; purified LmPK, Kinase-Glo ATP luminescence, 1 h; Potency, µM (series often up to 57.5 µM), inactives show top-dose activity change, negative = inhibition, actives largely listed as inhibitors; 0.37% of 290,000 active; note: potency is the fitted concentration of half-maximal effect; % is set by controls: 0 for no effect and ±100 for the full control effect
Target sequence (Q27686 whole entry, looked up): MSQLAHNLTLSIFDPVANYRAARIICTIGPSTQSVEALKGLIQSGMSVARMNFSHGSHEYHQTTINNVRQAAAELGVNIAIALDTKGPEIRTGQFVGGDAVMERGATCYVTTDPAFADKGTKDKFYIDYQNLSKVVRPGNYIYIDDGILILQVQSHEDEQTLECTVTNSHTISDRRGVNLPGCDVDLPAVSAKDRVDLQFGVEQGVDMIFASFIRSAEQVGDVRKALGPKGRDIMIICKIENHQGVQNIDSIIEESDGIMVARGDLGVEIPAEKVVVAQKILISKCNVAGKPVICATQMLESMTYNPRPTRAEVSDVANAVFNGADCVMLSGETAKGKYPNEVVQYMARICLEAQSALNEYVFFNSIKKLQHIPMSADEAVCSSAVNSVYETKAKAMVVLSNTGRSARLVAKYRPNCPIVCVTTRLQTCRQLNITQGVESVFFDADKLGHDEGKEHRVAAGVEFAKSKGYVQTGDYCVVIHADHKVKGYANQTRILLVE
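In 50 mM imidazole pH 7.2 with 7 mM MgCl2, LmPK (0.1 nM) turned over PEP (0.5 mM) and ADP (0.1 mM) for 1 h at room temperature. Luciferase read-out of ATP.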
* hit, by the source's call; u = inconclusive; x = not tested or not shown; & = joins results of further samples; [ ] = another dose, or the depositor's remark. Unless noted, calls come from the whole dose curve; as a rule, active = well fitted curve in the direction sought with a large enough effect; inconclusive = small, poorly fitted or top-dose-only effect, or another doubt; inactive = no such curve, though single readings can be large; an effect the other way counts as inactive or inconclusive.

nr	Structure	Pf growth 96h	Pf growth 48h	TbPYK inhibitor	Shiga inhibitor
1	CCOC(=O)C1=C(C)NC(C)=C(C(=O)OCC)C1c1ccco1	u	u	1%	2
2	Cc1cc(-c2ccc(C(C)C)c(S(=O)(=O)Nc3cc(C)on3)c2)on1	13µM*	17%	5%	2
3	Cc1ccc2nc(N3CCN(C=O)CC3)nc(-c3ccccc3)c2c1	u	u	-1%	-3
4	COc1ccccc1Nc1ncccc1[N+](=O)[O-]	7%	u	2%	-12
5	O=c1cc(N2CCc3ccccc32)[nH]c(=O)n1Cc1ccc(F)cc1	u	7%	-5%	1
6	CCN1CCN(c2cc(C(C)(C)C)nc3c(-c4ccccc4)c(C)nn23)CC1	-26%	x	1%	9
7	NS(=O)(=O)c1ccc2nc(NC(=O)c3ccncc3)sc2c1	u	285%[activator]	2%	1
8	CC(=O)c1cnc2nc(SCc3ccc(Cl)cc3)nn2c1C	-12%	-22%	1%	10
9	CCc1ncc(CN2CCCC(C(=O)Nc3cccc(-c4ccc(F)cc4)c3)C2)cn1 (stereo not given)	u	u	1%	-32
10	O=C(Cc1ccccc1)NCCc1cn2ccsc2n1	7%	x	0%	-7
11	CCC(=O)Nc1cc(C)c(NC(=O)c2ccco2)cn1	-12%	14%	-3%	7
12	O=c1[nH]cnc2c1ncn2[C@@H]1C[C@@H](O)[C@H](CO)O1	-1%	33%[activator]	-1%	11

nr	AmpC inh no detg	CHX counter	LmPK inhibitor
1	15%	-2	2%
2	-27%	-1	5%
3	183%[activator]	0	2%
4	-12%	-2	-2%
5	-23%	-4	2%
6	51%	-1	7%
7	-20%	-3	-1%
8	296%[activator]	11	2%
9	159%[activator]	-1	-4%
10	-14%	-3	2%
11	-16%	7	-1%
12	-11%	7	2%

Following part
nr	Structure	Pf growth 96h	Pf growth 48h	TbPYK inhibitor	Shiga inhibitor
13	Cc1c(C)c2ccc(OS(C)(=O)=O)c(C)c2oc1=O	85%[activator]	-16%	-6%	10
14	O=[N+]([O-])c1cc(C2Nc3cccc4cccc(c34)N2)ccc1Cl	-12%	2.9µM*	-8%	2
15	COC(=O)Cc1c(C)c2ccc(OCc3nn[nH]n3)cc2oc1=O	x	-4%	4%	5
16	COc1cccc(CNC(=O)Cn2ccc3cc(S(=O)(=O)N4CCC(C)CC4)ccc32)c1	9%	-25%	-15%&1%	-4
17	Cc1cc(C)n(S(=O)(=O)c2cccc([N+](=O)[O-])c2)n1	-18%	1%	-4%	-5
18	CC[N+](CC)(CC)CCCCOc1ccc2c(c1)C(=O)c1cc(OCCCC[N+](CC)(CC)CC)ccc1-2	u	0.066µM*	-10%	22
19	CCOC(=O)CC1C(=O)NCCN1C(=O)c1sc2ccccc2c1Cl (stereo not given)	u	-2%	2%	20
20	O=C(OCc1nnc(-c2ccc(Br)cc2)o1)c1cncc(Br)c1	29%	21%	4%	12
21	O=S(=O)(c1cccc(Cl)c1)N1CCCC1	0%	8%	-1%	14
22	COc1ccc(C(=O)C2CCCN(Cc3ccccn3)C2)c(OC)c1 (stereo not given)	3%	u	1%	-16
23	CCC(c1nnc(SCC(=O)NNC(=O)c2ccccc2)n1Cc1ccccc1)N(C)C (stereo not given)	16%	2%	2%	x
24	O=C(CSc1ccc(-c2ccc(F)cc2)nn1)NCc1ccco1	u	-23%	-1%	14

nr	AmpC inh no detg	CHX counter	LmPK inhibitor
13	-25%	14	-4%
14	-39%	9	-3%
15	-15%	-2	5%
16	-52%	-3	12%
17	-13%	1	2%
18	-6%	0	-3%
19	25%	1	1%
20	-3%[2.29 µM]	14	2%
21	-3%	1	9%
22	31%	3	-1%
23	1%	x	x
24	-25%	-4	1%

The list goes on:
nr	Structure	Pf growth 96h	Pf growth 48h	TbPYK inhibitor	Shiga inhibitor
25	COc1cccc(C(=O)N2CCN(Cc3ccccc3Br)CC2)c1	u	25%	18%	-8
26	Cc1nn(-c2ccccc2)c(C)c1C=O	9%	1%	-8%	5
27	CCN(CC(=O)Nc1c(F)cccc1F)C(=O)c1cc(S(=O)(=O)N2CCOCC2)ccc1N1CCCC1	u	-13%	-8%	x
28	CSc1cccc(NC(=O)CN(C)S(=O)(=O)c2cnc[nH]2)c1	u	26%	-6%	16
29	C=CCc1cccc(C2Nc3ccccc3C(=O)N2O)c1O (stereo not given)	55%[activator]	2%	-7%	-5
30	O=C(NCc1ccncc1)c1ccc(NS(=O)(=O)c2ccc(F)cc2)cc1	-11%	4%	-10%	x
31	COc1cc2c(cc1OC)C(C)N(C(=O)Nc1ccccc1)CC2 (stereo not given)	-4%	u	-1%	-6
32	CCOC(=O)c1c(NC(=O)CN2CCCCC2)sc2c1CCCC2O (stereo not given)	11%	x	6%	-14
33	Cc1ccc(OCC(=O)c2ccc3c(c2)CCCC3)cc1C	0%	72%[activator]	-5%	92*
34	Cc1cc(C)cc(N(C(=O)Cn2nnc(-c3ccccc3)n2)C(C(=O)NC2CCCCC2)c2ccccn2)c1 (stereo not given)	10%	u	-10%	10
35	CSc1nc2c(c(C(F)(F)F)n1)CC(C)CC2 (stereo not given)	u	50%[activator]	-4%	19
36	COc1ccc(C(CNC(=O)c2cc3c(s2)CCCC3)N2CCOCC2)cc1 (stereo not given)	u	-14%	5%	-16

nr	AmpC inh no detg	CHX counter	LmPK inhibitor
25	89%[activator]	-2	0%
26	-15%	1	-8%
27	0%	x	x
28	-11%	10	0%
29	-25%	1	7%
30	-18%	x	x
31	-24%	-9	3%
32	52%	2	10%
33	-12%	36*	8%
34	-19%	3	2%
35	-21%	-3	0%
36	82%[activator]	5	-5%

(cont.)
nr	Structure	Pf growth 96h	Pf growth 48h	TbPYK inhibitor	Shiga inhibitor
37	CCOc1ccccc1C1CC(=O)Nc2cc(C)c(C)cc21 (stereo not given)	12µM*	16%	3%	x
38	CCc1c(C)c(C#N)c2nc3ccccc3n2c1Cl	-3%	u	x	-4
39	CCOC(=O)C(Sc1ncc(C#N)c(N)n1)C(C)C (stereo not given)	129%[activator]	x	4%	-15
40	Cc1ccc(C(C)C)c(OCCCN2CC(C)OC(C)C2)c1 (stereo not given)	u	-1%	5%	7
41	CCC(=O)Oc1ccc(NC(=O)c2ccco2)cc1	22%	26%	-9%	33
42	CC(C)c1nc(Cl)c(C#N)c2c1CCC2	29%	22%	-4%	-9
43	CCOC(=O)c1ccc(NC(=O)C(=O)NCCc2ccc(OC)cc2)cc1	26%	52%[activator]	-3%&-9%	-13
44	O=C(N/N=C1\CCS(=O)(=O)c2ccc(F)cc21)c1ccc([N+](=O)[O-])cc1	-16%	39%[activator]	-1%	6
45	CCOc1ccccc1NC(=O)NCc1ccco1	-7%	57%[activator]	1%	13
46	CCCCc1cc(=O)oc2c(C)c(OCc3nn[nH]n3)ccc12	-18%	6%	-2%	3
47	Cc1csc(SCC(=O)Nc2nncs2)n1	25%	15%	0%	13
48	Nc1ccc2nc(-c3cccc(-c4nc5ccc(N)cc5[nH]4)c3)[nH]c2c1	0%	1.9µM*	-5%	-4

nr	AmpC inh no detg	CHX counter	LmPK inhibitor
37	-16%	-4	10%
38	-4%	10	2%
39	-10%	-7	4%
40	227%[activator]	3	5%
41	-10%	7	-14%
42	-9%	0	-4%
43	-1%	-4	5%
44	-4%	3	3%
45	0%	7	2%
46	-43%	1	-4%
47	-6%	-4	1%
48	-18%	10	-1%

(cont.)
nr	Structure	Pf growth 96h	Pf growth 48h	TbPYK inhibitor	Shiga inhibitor
49	CC(C)n1ncc2c(C(=O)N3CCN(c4ccc(F)cc4)CC3)cc(-c3ccccc3)nc21	12µM*	12µM*	-6%	x
50	CN(Cc1ccccc1)S(=O)(=O)c1ccc(OCC(=O)NCc2ccccn2)cc1	u	u	12%	-8
51	O=C(NC1CCCCC1)C(c1cccnc1)N(C(=O)c1ccc(Cl)nc1)C1CCCCC1 (stereo not given)	54%[activator]	18%	3%	-11
52	O=C(CCN1C(=O)C2CC=C(Cl)CC2C1=O)Nc1ccccc1O (stereo not given)	1µM*	-6%	-7%	-15
53	O=c1[nH]n2c(=O)c3c([nH]c2c1N=Nc1cccc(Cl)c1)CCC3	u	-19%	-2%	-8
54	CCN(c1ccccc1)S(=O)(=O)c1ccc(OC)c(NC(=O)CNCC(C)O)c1 (stereo not given)	7%	9%	11%	-1
55	COc1cccc(Nc2nc3ccc(C(=O)c4ccccc4)cc3n3cnnc23)c1	u	u	-2%	-9
56	COc1ccc(C(=O)NC2CCN(CC(=O)NCc3ccccc3F)CC2)cc1	-11%	-17%	6%	-5
57	Cc1noc(C)c1C(=O)N1CCN(Cc2ccc3c(c2)OCO3)CC1	0%	9%	0%	-8
58	O=C(CSC1c2ccccc2-c2ccccc21)N/N=C/c1ccccc1O	u	x	-9%	-8

nr	AmpC inh no detg	CHX counter	LmPK inhibitor
49	4%	x	x
50	55%	-2	0%
51	31%	-2	-12%
52	-14%	-1	0%
53	-25%	-1	9%
54	22%	-2	0%
55	53%	0	2%
56	-5%	-2	1%
57	-5%	-2	3%
58	-51%	-3	-1%

Ordered by number of heavy atoms (descending): part of the list above.
nr	Structure	Pf growth 96h	Pf growth 48h	TbPYK inhibitor	Shiga inhibitor
55	COc1cccc(Nc2nc3ccc(C(=O)c4ccccc4)cc3n3cnnc23)c1	u	u	-2%	-9
58	O=C(CSC1c2ccccc2-c2ccccc21)N/N=C/c1ccccc1O	u	x	-9%	-8
57	Cc1noc(C)c1C(=O)N1CCN(Cc2ccc3c(c2)OCO3)CC1	0%	9%	0%	-8
53	O=c1[nH]n2c(=O)c3c([nH]c2c1N=Nc1cccc(Cl)c1)CCC3	u	-19%	-2%	-8

nr	AmpC inh no detg	CHX counter	LmPK inhibitor
55	53%	0	2%
58	-51%	-3	-1%
57	-5%	-2	3%
53	-25%	-1	9%
